# HSP90 inh: inhibitors of HSP90 luciferase refolding in rabbit reticulocyte lysate. inhibition, % at 5.6 µM. 290,000 tested, 0.91% active. AID 1789. luciferase refolding luminescence, 3 h;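 active means inhibition above the screen-wide mean plus 3 SD, computed separately per campaign, cut at about 16% in these data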;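 further: 0% = DMSO wells and 100% = 60 µM geldanamycin wells; inhibitors lower the luminescence because luciferase stays unfolded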
# KLF5 inhibitor: inhibitors of KLF5 expression; inhibition, % at 5 µM; 290,000 tested, 0.23% active; DLD-1 KLF5 promoter-luciferase reporter, luminescence;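 active means inhibition above a per-plate limit of that plate's mean compound inhibition plus 3 SD, cut at about 60% in these data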;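 further: 0% = DMSO wells and 100% = LY294002 at 200 µM; higher means less KLF5 promoter-driven luciferase light; inactives centre near -14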
# HSF1 inh: HSF1 inhibition | activity change, negative = inhibition, % at 7.5 µM (by protocol) | 300,000 tested, 0.77% active | AID 2098 | NIH3T3-HGL HSE-luciferase, MG132-induced, luminescence 8 h; active compounds read low;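 active means more than half of replicate wells show activity change below -50%, luminescence cut by over half; inconclusive means some wells, but at most half, below -50%; inactive means no replicate well below -50%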;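 further: luciferase reports HSF-1 transcriptional activity via heat shock element; 0% = median of DMSO wells and -100% = zero luminescence signal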
# PolyA inh: blocks polyadenylation in yeast reporter cells; S. cerevisiae SKY197-pL101 polyadenylation reporter, beta-gal luminescence; efflux-impaired pdr1/pdr3 knockout yeast; score 100 = 6 SD above DMSO; AID 1875; calls only at 12 µM; 300,000 tested, 0.02% active;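 active means lowest replicate activity score at least 50, where 100 means six control SD above control mean; inconclusive means lowest score under 50 but half or more replicates reach 50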;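 further: yeast exposed to compound for 9 h at 30 °C; higher score means more reporter readthrough which indicates perturbed polyadenylation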
# HSF-1 act: increases HSF-1 driven luciferase reporter signal | NIH3T3-HGL HSF-1 luciferase reporter, MG132, 8 h; 100% = twice DMSO control signal | activation, % at 9 µM | 300,000 tested, 1.7% active | AID 504408;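 active means mean replicate activation of at least 50% with a set share of replicates each reaching 50%; inconclusive means only one of those two conditions met; inactive means mean below 50% and too few replicates reaching it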;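 further: 0% = median of the neutral control wells and 100% = twice that signal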
# aSyn 5UTR inh: MLPCN primary screen, SNCA 5' untranslated region | alpha-synuclein 5'UTR reporter, inhibitor activity | inhibition, % (tested at 7.5 µM) | 300,000 tested, 0.82% active; in the data active means inhibition above about 60%; inconclusive means no clear call, values can overlap the other calls;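 further: H4 neuroglioblastoma cells stably carrying SNCA 5'UTR luciferase fusion; 0% = DMSO wells and 100% = positive control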
# AI-2 QS mod: modulators of Vibrio harveyi AI-2 quorum sensing system; activity change, % at 7.5 µM; 300,000 tested, 0.4% active; Vibrio harveyi JMH597 AI-2 luminescence/OD600 ratio, 9 h; active compounds read low; strain lacks LuxN and CqsS sensors; 0 = neutral-control median; in the data active means activity change below about -75%, passing the limit was not always enough; inconclusive means no clear call, values can overlap the other calls;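 further: luminescence divided by OD600 gain over 9 h not by final OD600 alone; inactives centre near 13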
# GSK3 alpha inh: blocks human GSK-3 alpha kinase | P49840 | 320,000 tested, 0.1% active | ADP-Glo luminescence, 60 min | inhibition, % at 10 µM;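 in the data active means inhibition above about 50%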;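 further: GST-tagged GSK-3 alpha with peptide substrate and 25 µM ATP; 0% = DMSO neutral wells and 100% = GW8510 positive control wells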
# Target sequence (P49840 whole entry, looked up): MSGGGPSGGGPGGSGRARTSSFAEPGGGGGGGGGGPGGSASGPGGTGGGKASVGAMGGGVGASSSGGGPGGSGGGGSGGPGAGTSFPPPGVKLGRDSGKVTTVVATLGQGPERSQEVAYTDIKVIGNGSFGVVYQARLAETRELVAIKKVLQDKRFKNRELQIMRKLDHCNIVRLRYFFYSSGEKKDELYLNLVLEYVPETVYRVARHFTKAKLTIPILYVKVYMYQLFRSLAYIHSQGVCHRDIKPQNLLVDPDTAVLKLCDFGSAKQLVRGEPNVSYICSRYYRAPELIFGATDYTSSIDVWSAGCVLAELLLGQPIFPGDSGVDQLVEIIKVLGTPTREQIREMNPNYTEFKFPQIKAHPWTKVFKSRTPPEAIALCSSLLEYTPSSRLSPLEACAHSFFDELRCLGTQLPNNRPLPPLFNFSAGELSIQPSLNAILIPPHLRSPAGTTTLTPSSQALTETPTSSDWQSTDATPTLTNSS
# GSK3B inh: blocks human GSK3beta kinase activity | GST-GSK3beta kinase, ADP-Glo luminescence, 60 min; active compounds read low | activity score (negative = inhibition), % at 10 µM | 300,000 tested, 0.038% active;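 active means more than half of replicate wells score below -50%, meaning over 50% inhibition versus plate controls; inconclusive means some replicates but at most half score below -50%; inactive means no replicate scores below -50%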;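 further: 0% = median DMSO wells and -100% = median GW8510 positive control wells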
# Target sequence (P49841 whole entry, looked up): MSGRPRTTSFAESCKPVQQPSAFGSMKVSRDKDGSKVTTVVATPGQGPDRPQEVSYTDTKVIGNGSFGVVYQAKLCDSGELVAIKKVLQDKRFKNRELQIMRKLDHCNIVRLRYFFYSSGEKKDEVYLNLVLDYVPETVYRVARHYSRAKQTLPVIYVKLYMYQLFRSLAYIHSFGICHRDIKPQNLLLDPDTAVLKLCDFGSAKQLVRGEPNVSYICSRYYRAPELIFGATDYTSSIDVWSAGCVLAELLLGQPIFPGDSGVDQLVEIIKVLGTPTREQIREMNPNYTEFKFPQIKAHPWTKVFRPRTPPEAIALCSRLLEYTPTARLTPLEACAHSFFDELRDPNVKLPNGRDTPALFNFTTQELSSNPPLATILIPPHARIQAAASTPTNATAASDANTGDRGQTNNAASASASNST
#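 Test system – GST-tagged human GSK3beta kinase, cell-free · Incubation – 60 min enzyme reaction, room temperature · Signal – ADP-Glo luminescence · Also added – peptide substrate and ATP at 25 µM · Controls – DMSO neutral wells and GW8510 at 20 µM as positive · Buffer or medium – Tris/MgCl2 kinase buffer · Measure – Luminescence-derived activity versus plate DMSO and GW8510 wells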
# IEC-6 tox: kills IEC-6 intestinal cells in KLF5 counter-screen | IEC-6 cytotoxicity, luminescence viability | inhibition, % at 5 µM | 290,000 tested, 0.78% active; in the data active means inhibition above about 22%;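 further: 0% = plate median of test compound wells and 100% = cytotoxic reference compound wells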
# * hit, by the source's call; i = inactive; ? = inconclusive; . = no result given. The list is partial; count on the stated rates, not on these rows.
SMILES,HSP90 inh,KLF5 inhibitor,HSF1 inh,PolyA inh,HSF-1 act,aSyn 5UTR inh,AI-2 QS mod,GSK3 alpha inh,GSK3B inh,IEC-6 tox
CCOc1ccc(CCNC(=O)CSc2nnnn2C)cc1OCC,-0.4,-9.9,2.1,i,-0.8,3.0,9.5,-0.9,0.4,-2.4
O=C(O)c1ccc(CNCc2cccc(Oc3ccccc3)c2)cc1,-4.0,-6.1,-17.8,i,-21.5,20.0,20.0,-3.0,-1.3,-8.6
Cc1cc(C)cc(S(=O)(=O)c2cnc3ccccc3n2)c1,-2.2,-5.8,-1.9,i,1.2,-23.6,12.3,0.5,-1.3,-1.0
COC(=O)C1CCN(CC(=O)NC(=O)NC2CCCCC2)CC1,-2.0,-6.8,0.4,i,-7.6,22.2,16.0,1.3,2.7,-5.2
COC(OC)C12c3ccccc3C(c3ccccc31)C1C(=O)N(c3cccnc3)C(=O)C12 (stereo unspecified),-3.4,-10.1,7.4,i,10.0,-0.7,16.8,-2.7,0.7,-5.7
O=C1NC(c2ccc3c(c2)OCO3)Oc2ccccc21 (stereo unspecified),0.7,4.5,5.6,i,28.4,7.5,15.8,-2.1,-1.6,-0.1
Cc1ccc(N/C=C(/C#N)c2ccsc2)cc1C,3.2,-7.6,57.8,i,100.9*,-172.2,12.5,0.2,-0.8,-0.9
O=C(Cn1[nH]c(=O)c2ccccc2c1=O)NC1CCN(Cc2ccccc2)CC1,-2.6,-17.3,.,.,.,12.2,36.9,1.6,-3.0,1.5
CCOc1ccc(C(C)=O)cc1CSc1nnnn1-c1ccc(O)cc1,-0.1,-22.1,4.1,i,2.2,-1.9,-15.4,-1.4,-3.6,2.1
O=C(NC1CCSc2ccccc21)c1cccc(Br)c1 (stereo unspecified),-4.0,-17.4,-3.5,i,-2.2,2.9,33.8,-2.7,-7.0,-2.5
O=C(CC1C(=O)NCCN1Cc1ccccc1C(F)(F)F)NCCN1CCCCC1=O (stereo unspecified),0.8,-7.5,-10.8,i,-15.5,2.0,-7.5,.,-5.4,6.7
CCc1nnc(NC(=O)C=C(C)C)s1,1.7,-71.5,6.8,i,13.5,-140.2,9.6,-5.0,1.3,-3.6
O=C(NCc1ccco1)c1cnn2c1NC(c1ccccc1)CC2C(F)(F)F (stereo unspecified),-0.3,-13.4,-6.2,i,-4.7,17.3,13.1,0.9,-2.8,0.4
Cc1ccc(S(=O)(=O)N2CCN(C(=O)c3ccc([N+](=O)[O-])cc3)C2)cc1,3.2,-34.6,2.9,i,0.0,4.5,29.6,3.7,1.9,-7.4
COc1cc(CCC(=O)OCC(=O)Nc2ccc(C(N)=O)cc2)cc(OC)c1OC,2.8,-6.3,-4.4,i,9.2,-0.2,8.5,-1.5,-0.1,-1.8
Cc1cc(C(=O)NNC(=S)Nc2ccccc2)nn1C,-0.8,-80.6,8.4,i,0.0,-48.4,2.6,-4.4,-1.6,-7.4
Cc1cc(C)nc(NC(=O)/C=C/c2ccc(Cl)cc2)n1,0.5,-0.3,-0.1,i,24.2,-51.1,17.4,0.9,-1.3,0.1
CCC(CC)C(=O)Nc1cc(Cl)ccc1C,1.9,14.8,10.8,i,22.8,3.7,8.5,-0.8,2.5,1.6
O=C1CCCc2nc(NCc3ccco3)ncc21,-0.4,-15.6,-0.8,i,10.9,-30.3,10.1,-0.3,2.0,0.6
O=C(N=Nc1c(O)[nH]c2ccc(Br)cc12)c1cc(-c2cccc3ccccc23)n[nH]1,1.9,-1.8,-4.4,i,6.3,3.4,17.5,6.7,1.9,6.8
Cc1ccc[n+](CC(=O)c2ccc(Cl)cc2)c1,2.2,1.9,-4.7,i,5.0,3.7,8.3,0.0,-1.6,-0.7
CCN(CC)Cc1cc2ccccc2c2c1COC2,-0.7,-34.6,-29.6,i,-42.6,11.7,13.9,0.4,0.5,-5.6
CC(=O)Nc1nc(-c2cccc3ccccc23)cs1,-4.7,-34.8,16.5,i,26.5,-7.4,.,-1.3,.,2.3
CC(=O)N=c1ncn(CC(COC(C)=O)OC(C)=O)c2nc[nH]c12 (stereo unspecified),-1.3,5.0,-8.1,i,7.1,-0.8,16.5,-1.2,1.8,-1.3
NNC(=O)c1oc2nc(-c3ccco3)cc(-c3ccco3)c2c1N,10.0,1.4,1.8,.,25.7,-62.1,7.1,0.4,0.9,-19.8

# Single records, from the list above. Screens in order: HSP90 inh	KLF5 inhibitor	HSF1 inh	PolyA inh	HSF-1 act	aSyn 5UTR inh	AI-2 QS mod	GSK3 alpha inh	GSK3B inh	IEC-6 tox
# NNC(=O)c1oc2nc(-c3ccco3)cc(-c3ccco3)c2c1N is entered as 10.0	1.4	1.8	.	25.7	-62.1	7.1	0.4	0.9	-19.8
# Cc1ccc(N/C=C(/C#N)c2ccsc2)cc1C is entered as 3.2	-7.6	57.8	i	100.9*	-172.2	12.5	0.2	-0.8	-0.9
# Cc1cc(C)nc(NC(=O)/C=C/c2ccc(Cl)cc2)n1 is entered as 0.5	-0.3	-0.1	i	24.2	-51.1	17.4	0.9	-1.3	0.1
# CCc1nnc(NC(=O)C=C(C)C)s1 is entered as 1.7	-71.5	6.8	i	13.5	-140.2	9.6	-5.0	1.3	-3.6

# (listing goes on)
SMILES,HSP90 inh,KLF5 inhibitor,HSF1 inh,PolyA inh,HSF-1 act,aSyn 5UTR inh,AI-2 QS mod,GSK3 alpha inh,GSK3B inh,IEC-6 tox
COc1ccc(N(CC(=O)Nc2cccnc2)S(=O)(=O)c2ccccc2)cc1OC,-1.2,-41.0,13.3,i,39.3,-16.2,17.8,-0.3,-2.9,-2.4
CCOC(=O)c1c(NC(=O)CN(CC)CC)sc2c1CCN(C(=O)OCC)C2,2.9,-10.6,-14.6,i,7.3,28.8,17.0,-2.7,2.3,0.5
O=C(NC1CCCCC1)C(c1ccc(F)cc1)N(C(=O)c1cccs1)c1ccc2c(c1)OCO2 (stereo unspecified),1.1,-14.3,14.2,i,14.3,2.1,18.8,-3.5,4.2,-3.0
COc1ccccc1S(=O)(=O)CC(O)COc1ccc(F)cc1Cl (stereo unspecified),4.3,-15.0,2.8,i,2.8,6.5,-0.2,1.5,-6.5,-1.7
O=C(Cn1cnc2c(nnn2-c2ccccc2)c1=O)N1CCOCC1,1.0,-25.9,-3.7,i,-8.5,1.3,75.7,6.1,-1.3,8.1
COc1ccccc1CNC(=O)c1cc2ccccc2oc1=O,-3.6,-72.0,0.2,i,-2.8,-44.1,25.0,0.0,-3.9,0.7
CCc1c(C)[nH]c2ccc(C)cc2c1=O,0.1,-18.8,?,i,-58.9,-58.4,31.4,-1.9,-1.2,3.8
Cc1nn(C(C)(C)C)c(NC(=O)c2ccc(Cl)cc2)c1Br,0.9,-6.8,0.4,i,0.9,-19.5,7.7,-0.8,0.5,0.0
Cc1cc(=O)oc2cc(OCC(=O)NCc3ccccn3)ccc12,1.0,-17.5,-4.1,i,0.9,-7.0,23.0,2.5,1.2,2.2
O=C(O)COc1ccc(NC(=O)c2cccs2)cc1,-1.6,-16.9,2.9,i,-9.3,18.8,20.6,17.4,-1.5,0.5
CCCCNC(=O)C(NS(=O)(=O)c1cccc2nsnc12)c1ccccc1 (stereo unspecified),3.0,-16.8,7.3,i,0.3,-9.7,13.4,-0.3,4.0,-9.8
CCOC(=O)C[C@H]1c2cc(F)ccc2S(=O)(=O)N1C(C)C,.,.,-0.3,i,-5.9,2.4,14.3,-1.3,1.0,.
O=C(NCc1nc2ccccc2[nH]1)C1=C[C@@H](c2csc3ccccc23)C[C@@H](OCc2ccc(CO)cc2)O1,5.8,3.7,-1.2,i,-2.4,47.6,36.1,2.9,1.8,5.0
O=c1c2ccccc2n2nnnc2n1-c1ccccc1,3.1,-7.0,-6.9,i,-16.1,11.1,11.3,-1.3,2.4,-2.9
CCOc1ccc(NC(=O)NCc2cccnc2)cc1,1.9,-16.9,0.2,i,-16.0,16.3,8.7,0.0,2.0,2.6
COC(=O)C1=C(C)NC2=C(C(=O)CCC2)C1c1cccs1 (stereo unspecified),0.6,-38.1,8.3,i,-2.5,-14.7,1.0,.,1.0,0.6
Cn1c(CN2CCCCC2)nc2cc(NS(=O)(=O)c3ccc(F)cc3)ccc21,-3.9,-13.5,-2.4,i,6.7,-5.4,5.0,-1.4,2.6,-7.5
CCOC(=O)N1CCC(=NNc2ccc(S(=O)(=O)N3CCOCC3)cc2[N+](=O)[O-])CC1,-0.6,-9.0,2.8,i,11.9,22.8,21.6,1.1,-0.3,-4.3
Cc1ccc(NC(=O)COC(=O)c2cc(Cl)cc(Cl)c2)c(Br)c1,-1.6,2.3,-1.5,i,23.6,-27.4,24.1,-2.6,0.2,3.3
C/C(=N\NC(N)=S)c1ccc(Cl)s1,-0.5,-1.9,-2.1,i,-11.9,8.1,20.9,3.9,0.4,-6.9
O=C(NCCN1CCOCC1)C1CCC(=O)N1Cc1ccc(F)cc1 (stereo unspecified),1.9,-25.1,-2.3,i,-5.4,1.4,6.7,-4.5,-3.1,-0.8
O=C(NCc1ccco1)C1CC(=O)N(c2cccc(Cl)c2)C1 (stereo unspecified),0.5,-5.0,5.9,i,11.3,9.5,16.1,0.0,-0.3,2.2
Cc1nc(SC(C)C(=O)c2c(N)n(C)c(=O)n(C)c2=O)c2c(C)c(C)sc2n1 (stereo unspecified),.,.,5.4,i,6.1,20.2,12.3,-0.3,-1.3,.
COc1cccc(NC(=O)CCSc2nnc3scc(-c4ccccc4)n23)c1,3.6,9.8,-72.9*,i,-78.0,11.0,22.6,-2.0,-2.4,2.1
CC(=O)Nc1ccc(OCC(O)Cn2ccnc2C)cc1 (stereo unspecified),1.8,-34.1,1.1,i,5.7,7.1,6.8,-1.7,0.0,-1.5
Cn1nc(-c2ccccc2)c(CSc2ccccc2)c1Cl,-7.8,-30.9,8.3,i,30.7,25.7,8.4,-1.5,0.9,-0.2
C/C(=N\Nc1ncc(Cl)cc1Cl)c1ccc(N2CCOCC2)cc1,9.2,-54.2,-33.6,i,-41.6,-32.6,11.8,-2.6,1.2,-1.1
CC(C)N(CCNC(=O)C1CCCN(c2ncnc3c2nc2n3CCCCC2)C1)Cc1ccccc1 (stereo unspecified),-5.2,-11.8,-5.1,i,-1.2,-8.4,0.7,-2.9,-0.9,-3.1
COC(=O)CCSc1nc(N2CCOCC2)c2c(c1C#N)CC(C)(C)OC2,0.3,-27.2,5.8,i,-2.3,11.4,7.0,-2.3,-0.6,-8.1
O=C(CN1C(=O)/C(=C\c2ccccc2F)SC1=S)Nc1nc2ccccc2s1,1.6,-30.6,-16.5,i,-17.8,-40.8,22.1,-0.2,1.9,0.8
